TEAD-YAP inh: TEAD-YAP interaction inhibition | inhibition, % at 9.12 µM | HEK-TIYL cells, TEAD-Gal4/YAP UAS-luciferase luminescence | 640,000 compounds, 1.4% hits; in the data active = inhibition above about 32%;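 also: 0% = median of test compound wells and 100% = reference inhibitor wells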
GPR151 activ: human GPR151 activation. Q8TDV0. PathHunter beta-arrestin GPR151 cells, luminescence. activation, % at 11.2 µM. 650,000 compounds, 1% hits; in the data active = activation above about 4.9%;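 also: 0% = median of compound wells and 100% = cells with positive control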
Target sequence (Q8TDV0 whole entry, looked up): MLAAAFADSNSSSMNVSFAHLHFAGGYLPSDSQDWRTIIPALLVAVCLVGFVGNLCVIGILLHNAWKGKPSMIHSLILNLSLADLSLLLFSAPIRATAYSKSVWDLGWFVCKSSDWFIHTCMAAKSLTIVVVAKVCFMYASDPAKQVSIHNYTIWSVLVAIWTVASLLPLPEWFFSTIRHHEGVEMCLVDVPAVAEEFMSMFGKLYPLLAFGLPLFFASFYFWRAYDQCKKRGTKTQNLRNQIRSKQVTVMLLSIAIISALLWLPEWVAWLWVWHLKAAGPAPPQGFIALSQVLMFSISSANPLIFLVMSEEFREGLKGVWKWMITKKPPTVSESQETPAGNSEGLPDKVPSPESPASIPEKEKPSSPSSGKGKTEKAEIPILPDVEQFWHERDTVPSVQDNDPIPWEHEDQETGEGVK
MITF inh: blocks human microphthalmia-associated transcription factor | 650,000 compounds, 0.91% hits | AID 1259374 | AlphaScreen MITF homodimerization, bead proximity signal | inhibition, % at 2.6 µM | O75030; in the data active = inhibition above about 50%;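 also: 0% = vehicle wells with protein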
Target sequence (O75030 whole entry, looked up): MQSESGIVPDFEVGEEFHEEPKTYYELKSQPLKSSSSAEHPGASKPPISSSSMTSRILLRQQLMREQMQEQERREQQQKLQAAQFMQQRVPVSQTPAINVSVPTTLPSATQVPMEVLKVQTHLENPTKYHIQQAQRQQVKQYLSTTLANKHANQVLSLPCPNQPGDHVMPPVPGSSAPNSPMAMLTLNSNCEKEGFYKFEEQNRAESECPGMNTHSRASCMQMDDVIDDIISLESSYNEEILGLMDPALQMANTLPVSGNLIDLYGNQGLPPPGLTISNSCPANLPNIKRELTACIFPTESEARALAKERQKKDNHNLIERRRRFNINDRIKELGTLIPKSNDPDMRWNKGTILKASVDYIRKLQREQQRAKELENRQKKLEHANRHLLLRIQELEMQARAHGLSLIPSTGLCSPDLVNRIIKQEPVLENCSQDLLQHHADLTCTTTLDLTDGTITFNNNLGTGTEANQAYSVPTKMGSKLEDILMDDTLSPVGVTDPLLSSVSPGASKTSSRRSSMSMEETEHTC
FBW7 activator: human FBW7 E3 ligase activation, primary screen; AID 1259310; AlphaScreen FBW7–phospho-cyclin E peptide binding, activator screen; 650,000 compounds, 0.13% hits; normalized activity (activation), % at 26.1 µM; in the data active = normalized activity above about 1.9%;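 also: purified mutant Fbw7 with reduced substrate affinity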
Starred values were filed as active, the others as inactive.

SMILES	TEAD-YAP inh	GPR151 activ	MITF inh	FBW7 activator
CCOC(=O)c1sc2nc(SCC(=O)NCc3ccco3)n(CCc3ccc(Cl)cc3)c(=O)c2c1C	-3	0.0	0	0.1
Cc1sc2nc(C)n(CC(=O)Nc3cccc(C(F)(F)F)c3)c(=O)c2c1C	0	0.6	19	0.0
O=c1c2c3c(sc2n2cnnc2n1CCc1ccccc1)CCCC3	4	1.9	9	-0.1
Cc1noc(C)c1CN1CCN(C(=O)CSc2ccc(F)cc2)CC1	4	0.8	8	-0.1
O=C(NCc1cccnc1)c1cccc(Nc2cnccn2)c1	12	0.5	-5	-0.1
CCOc1cccc(C(=O)Nc2nccs2)c1	-41	-0.6	2	0.0
CN(C)CC(C)(C)CNc1ccc(S(=O)(=O)N2CCCC2)cn1	2	1.8	4	-0.1
S=c1nc(NCCc2ccc(Cl)cc2)c2ccccc2[nH]1	-28	-1.3	-2	0.1
CN(C)CCNC(=O)c1cccc(-c2cncc(-c3ccc4c(ccn4C)c3)n2)c1	-12	1.5	1	-0.1
C/C(=N\Nc1nc2ccccc2[nH]1)c1cccnc1	-17	0.9	-4	-0.1
Cc1ccc(NC(=O)/C=C/c2ccc(Br)cc2)nc1	-18	0.2	6	0.0
CC1=CC(C)(C)N(C(=O)Nc2ccc(Cl)c(Cl)c2)c2ccccc21	2	-0.2	6	0.0

Pulled one by one from the entries so far:
SMILES	TEAD-YAP inh	GPR151 activ	MITF inh	FBW7 activator
C/C(=N\Nc1nc2ccccc2[nH]1)c1cccnc1	-17	0.9	-4	-0.1
Cc1sc2nc(C)n(CC(=O)Nc3cccc(C(F)(F)F)c3)c(=O)c2c1C	0	0.6	19	0.0

(more compounds)
SMILES	TEAD-YAP inh	GPR151 activ	MITF inh	FBW7 activator
CCCNc1nc(-c2ccc(C(N)=O)cc2)nc2c1ncn2-c1ccccc1	52*	1.1	-7	0.0
Oc1ccc(-c2nc3cnccn3c2NCCc2ccccc2)cc1O	-15	1.0	8	0.1
CCCCCn1c(SCC(=O)CC(=O)OCC)nc2cc(C(=O)N3CCC(C(N)=O)CC3)ccc2c1=O	8	-0.3	-3	0.0
C=CCN1C(=O)/C(=C\c2cc([N+](=O)[O-])cc(OC)c2O)SC1=S	5	-1.0	8	-0.3
CC1CCCN(C(=O)c2ccccc2NC(=O)c2ccco2)C1 (centres undefined)	3	0.3	4	-0.1
O=C(c1ccc[n+]([O-])c1)N1CCc2c([nH]c3ccccc23)C1C1CCCCC1 (centres undefined)	3	3.2	26	0.0
CCCC(=O)N(C)c1nnc(-c2cccc(C)c2)s1	-66	-0.1	-10	-0.1
O=C(CN(C1CCCCC1)S(=O)(=O)c1ccccc1)Nc1ccc(F)cc1F	-4	1.1	-4	0.1
CCOC(=O)C1=C(C)NC2=C(C(=O)C(C(=O)OC)C(C)C2)C1c1ccc(O)cc1 (centres undefined)	-8	-0.2	2	0.0
CCN(CC)C(=O)c1cc(OC)c(OC)cc1OC	4	0.6	13	0.3
COc1ccc(C(C)=O)cc1COC(=O)CNC(=O)c1ccc(Cl)cc1Cl	11	1.3	12	0.1
CCOc1ccccc1CN1CCN(Cc2ccc(O)cc2)CC1CCO (centres undefined)	1	0.5	10	0.1
O=C1c2ccccc2NC(c2ccc(Cl)cc2)N1c1ccc(O)cc1 (centres undefined)	6	0.0	-4	-0.1
c1ccc(C2CCCN2c2nc3nonc3nc2N2CCOCC2)nc1 (centres undefined)	-4	-0.3	-1	-0.2
COCCN1C(=O)c2ccc(Oc3cccc([N+](=O)[O-])c3)cc2C1=O	4	0.9	-5	-0.3
CCC1CCCCN1S(=O)(=O)c1ccc2c(c1)CCN2C(=O)CCCC(=O)O (centres undefined)	2	1.4	12	0.0
CC(=O)c1nnn(-c2ccc(F)cc2)c1Nc1cccnc1	-22	-2.6	10	0.2
CCn1c(SCC(=O)Nc2ccc(Br)cc2)nnc1-c1cccnc1	11	0.5	2	0.0
COc1ccc(C(=O)NC2CC2)cc1OC1CCN(Cc2cnn(C)c2)CC1	-6	2.6	-2	0.2
O=C(CNCCO)N1N=C(c2cccs2)CC1c1cccs1 (centres undefined)	-1	-1.9	8	0.0
C/C(=N\Nc1cccc([N+](=O)[O-])c1)c1ccc(C)c([N+](=O)[O-])c1	5	-0.9	5	0.3
Cc1ccc(-c2noc(C(=O)NC3CCCCCC3)n2)cc1	-2	1.1	-2	0.7
CCc1ccccc1NC(=O)CCCC(=O)OCC(=O)c1ccc([N+](=O)[O-])cc1	-5	5.5*	7	-0.2
O=C(c1ccc([N+](=O)[O-])o1)N1CC(=O)N(CCc2ccccc2)C(=O)C1	13	-0.8	4	0.0
CCOc1cc(C2Nc3ccccc3NC3=C2C(=O)CC(c2ccc(OC)c(OC)c2)C3)cc(Br)c1O (centres undefined)	-14	-1.8	13	-0.1
CCc1cc2ccccc2nc1SCC(=O)NNC(C)=O	0	0.0	-14	-0.1
O=C(Nc1nnc(S(=O)(=O)N2CCOCC2)s1)c1cccc(F)c1	-51	1.2	-5	0.2
C/C(=N\NC(=O)COc1ccc(C#N)cc1)c1ccco1	1	-0.1	11	0.2
N#Cc1ccc(Cl)cc1NC(=O)COC(=O)C12CC3CC(CC(O)(C3)C1)C2	8	0.5	12	-0.1
COc1ccc2[nH]c3nc(=S)[nH]nc3c2c1	-4	-0.4	-5	0.0
O=C(Nc1ccc2nn(-c3ccccc3)nc2c1)c1ccccc1[N+](=O)[O-]	-47	1.2	-15	-0.1
COc1ccc2c(c1)OC(C)CN(CCC(=O)NCCCc1ccccc1)C2 (centres undefined)	-3	2.0	8	0.0
CSCCC(C(=O)Nc1ccc(C)cc1)N1C(=O)c2ccccc2C1=O (centres undefined)	6	-0.6	5	-0.1
Nc1nc(NCCc2ccc(O)cc2)cc(-c2ccc(C(=O)NC3CC3)cc2)n1	3	6.8*	2	0.2
CCCCCOc1ccc(NC(=O)c2cncc(Br)c2)cc1	-3	1.1	9	-0.1
C/C(CC(=O)N1CCN(C=O)CC1)=N\NC(=O)c1ccc(Br)cc1	-5	-1.1	14	1.0
CCc1ccc(NC(=O)COC(=O)C2CC(=O)N(c3ccc(OC)cc3)C2)cc1 (centres undefined)	4	2.1	9	-0.1
CCCc1ccc(C2=NNC(=NC)SC2)cc1	97*	-9.1	1	-0.2
CCN(CC)CCSc1nc(O)c(Cc2ccccc2)c(=O)[nH]1	-8	-0.9	4	-0.1
CCOC(=O)C1=C(C)N=c2s/c(=C\c3ccc(N(C)C)c(Br)c3)c(=O)n2C1c1ccc(OC)cc1OC (centres undefined)	-6	-0.1	-7	-0.1
O=C(c1cccc(Cl)c1)N1CCN(c2ccc(F)cc2)CC1	14	-0.5	-6	-0.1
O=C(Nc1ccc2c(c1)OCO2)C(c1ccccc1)N1CCCCC1 (centres undefined)	-9	-0.8	6	-0.1
O=C1Nc2ccccc2N=C(c2ccccc2)C1N1CCOCC1 (centres undefined)	4	-0.6	8	-0.2
CCOC(=O)c1oc2ccccc2c1NC(=O)Cc1ccc(OC)c(OC)c1	2	2.1	-4	0.6
O=C1NCCN(Cc2ccc(-c3ccccc3)cc2)C1CC(=O)N1CCC(O)CC1 (centres undefined)	1	0.0	-6	0.0
Cc1cc(C(C)(C)C)ccc1OCC(O)CNC(C)c1ccc(S(N)(=O)=O)cc1 (centres undefined)	6	0.3	28	-0.3
O=C(NC(=S)Nc1cccc(-c2nc3cc(Cl)ccc3o2)c1)c1cc2ccccc2o1	-14	-1.8	14	0.1
CCN=C1S/C(=C\c2ccc(-c3cccc(C(=O)O)c3)o2)C(=O)N1CC	34*	0.8	8	0.1
CC(=O)N(C1=C(N2CCCC2)C(=O)c2ccccc2C1=O)c1ccccc1C	92*	-4.9	31	0.5
Cc1cc(Cl)ccc1NC(=O)C(C)N(c1ccccc1)S(C)(=O)=O (centres undefined)	-10	3.9	-10	-0.1
O=C(O)c1ccc(CNC(=O)c2ccc(Br)cc2)cc1	-1	-0.8	9	-0.1
CC1=C(C#N)C(c2ccccc2C(F)(F)F)C2=C(CCCC2=O)N1 (centres undefined)	18	0.4	6	0.1
CC(NC(=O)c1cncc(Br)c1)c1ccc(-n2ccnc2)cc1 (centres undefined)	5	-0.6	-1	-0.1
O=C(NC(=S)Nc1ncccc1O)c1ccccc1I	-18	0.6	0	-0.1
O=C(Cc1ccc(F)cc1)Nc1nc2c(s1)CCCC2	-28	0.5	-7	-0.1
CN1CCN(C(=O)c2ccc(-c3cc(NC4CCN(Cc5ccccc5)CC4)nc(N)n3)cc2)CC1	-3	0.0	9	0.1
CCOC(=O)c1ccccc1NC(=O)CCC(C)C(=O)O (centres undefined)	0	0.6	-5	0.0
COC(=O)c1ccc2c(=O)n(Cc3ccccc3)c(=S)[nH]c2c1	11	0.3	7	0.1
CCc1cc(CNC(=O)CC2C(=O)NCCN2Cc2cccc(F)c2)on1 (centres undefined)	-11	-0.1	2	0.1
Cc1nnc2ccc(N3CCCC3)nn12	8	1.0	-30	0.0

(cont.)
SMILES	TEAD-YAP inh	GPR151 activ	MITF inh	FBW7 activator
NS(=O)(=O)c1ccc(CCn2c(=S)[nH]c3cc(Cl)ccc3c2=O)cc1	-7	1.6	-2	-0.1
CSc1sc(SC)c(C[n+]2ccccc2)c1C[n+]1ccccc1	2	-0.3	12	0.7
COc1ccccc1CNS(=O)(=O)N(C)C	2	0.8	19	0.3
Cn1c(C(=O)NCCN2CCOCC2)cc2c(=O)[nH]c3ccccc3c21	4	-0.6	0	0.0
C=CCNC(=O)c1c[nH]c2ccc(S(=O)(=O)N(C)c3ccc(Br)cc3)cc2c1=O	9	-0.7	-5	-0.3
CCOC(=O)c1ccc(NC(=O)CSc2nc3c(sc(=S)n3-c3ccc(OCC)cc3)c(=O)n2-c2ccccc2)cc1	14	-0.3	19	0.2
Cc1oc(C(C)(C)C)cc1C(=O)Nc1cccc(/C=C\C(=O)O)c1	-3	0.5	-9	-0.1
COc1cc(OC)c([N+](=O)[O-])cc1/C=N/NC(=O)COc1ccc(Cl)cc1	1	-0.8	5	-0.1
COc1ccc(OC)c(-c2cc(C(=O)Nc3c(C)nn(Cc4ccccc4)c3C)no2)c1	-20	0.4	7	0.7
Clc1ccc(COc2ccc(Br)cc2Br)cc1	-20	1.7	1	0.1
CC(C)(C)n1cnc2cc(NCc3ccccc3O)ccc21	-35	-0.8	-4	-0.1
CC(C)CC(C(=O)O)N1C(=O)C2C3C=CC(C4CC34)C2C1=O (centres undefined)	8	0.5	7	0.0
CCOC(=O)/C(C(N)=NC)=C(\O)c1ccccc1	-9	0.2	-24	-0.4
Cc1ccc(-c2nnc(Nc3ccc(C(N)=O)cc3)c3ccccc23)cc1S(=O)(=O)NC(C)(C)C	-5	1.4	7	-0.1
CCOC(=O)C(=O)NNc1ccccc1C	-9	-0.7	5	-0.1
COC(=O)C1=C(C)N(c2ccccc2)/C(=C/c2cccs2)C1=O	5	0.8	6	-0.3
COc1ccc(/C=C/C(=O)NNc2nc(C)cc(=O)[nH]2)cc1	9	0.6	1	-0.2
COc1ccccc1C1C(C#N)=C(N)OC2=C1C(=O)CC(c1ccccc1)C2 (centres undefined)	-11	1.2	9	0.0
CC1CCC2(CC1)NC(=O)N(Cc1ccno1)C2=O (centres undefined)	7	-0.1	5	0.0
CCOC(=O)c1cc(-c2ccc(OC)cc2)nc2c1c(=O)n(C)c(=O)n2C	1	0.1	15	0.0
Cc1ccc([N+](=O)[O-])cc1N1C(=O)C2CC=C(Cl)CC2C1=O (centres undefined)	-2	-0.4	-6	0.0
CCCSCCCNC(=O)CN1C(=O)c2cccnc2Oc2ccc(Cl)cc21	3	2.8	16	-0.1
O=S(=O)(Nc1ccccc1)c1ccc(Br)c2ccccc12	6	1.5	17	0.1

By substructure, the compounds so far containing bromine (eleven)
SMILES	TEAD-YAP inh	GPR151 activ	MITF inh	FBW7 activator
Cc1ccc(NC(=O)/C=C/c2ccc(Br)cc2)nc1	-18	0.2	6	0.0
CCn1c(SCC(=O)Nc2ccc(Br)cc2)nnc1-c1cccnc1	11	0.5	2	0.0
CCOc1cc(C2Nc3ccccc3NC3=C2C(=O)CC(c2ccc(OC)c(OC)c2)C3)cc(Br)c1O (centres undefined)	-14	-1.8	13	-0.1
CCCCCOc1ccc(NC(=O)c2cncc(Br)c2)cc1	-3	1.1	9	-0.1
C/C(CC(=O)N1CCN(C=O)CC1)=N\NC(=O)c1ccc(Br)cc1	-5	-1.1	14	1.0
CCOC(=O)C1=C(C)N=c2s/c(=C\c3ccc(N(C)C)c(Br)c3)c(=O)n2C1c1ccc(OC)cc1OC (centres undefined)	-6	-0.1	-7	-0.1
O=C(O)c1ccc(CNC(=O)c2ccc(Br)cc2)cc1	-1	-0.8	9	-0.1
CC(NC(=O)c1cncc(Br)c1)c1ccc(-n2ccnc2)cc1 (centres undefined)	5	-0.6	-1	-0.1
C=CCNC(=O)c1c[nH]c2ccc(S(=O)(=O)N(C)c3ccc(Br)cc3)cc2c1=O	9	-0.7	-5	-0.3
Clc1ccc(COc2ccc(Br)cc2Br)cc1	-20	1.7	1	0.1
O=S(=O)(Nc1ccccc1)c1ccc(Br)c2ccccc12	6	1.5	17	0.1

Compound activity deposited in PubChem by The Scripps Research Institute Molecular Screening Center.
